Assay outcomes deposited in PubChem BioAssay by National Center for Advancing Translational Sciences (NCATS).
KCNH2 3.1 block: inhibitors of human KCNH2 3.1 potassium channel isoform; U2OS KCNH2 3.1, thallium flux FluxOr; stronger effect = lower value; activity change, % (tested at about 1.8 µM); hit rate 0.95% among 340,000;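 active = maximum activity change below -70%; inconclusive = maximum activity change from -70% to -50%; inactive = maximum activity change above -50%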;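 also: thallium influx rate constant from kinetic fluorescence after stimulation buffer; % is scaled to controls: 0 for no effect and ±100 for the full control effect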
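U2OS cells transduced with KCNH2 3.1 mutant virus (1.77 x 10^8 /mL, 4 h), plated overnight at 37 C, loaded 45 min with FluxOr dye plus Red40 quencher. Thallium flux rate constant from kinetic reads after stimulation buffer, normalised to controls.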
USP2a inh: USP2a (human) protease inhibition; hit rate 0.01% among 330,000; O75604; USP2 core, Ub-CHOP2 coupled fluorogenic reporter, 485/531; Potency, µM (highest dose often 38.3 µM), for inactives: at the highest dose activity change, negative = inhibition, usual class: inhibitors;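 also: potency is read from the fitted curve at half-maximal effect; plate controls were DMSO wells for no effect and full inhibition by NEM control for full effect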
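Cell-free coupled assay: 10nM USP2 core preincubated 30min RT with compound in Tris-HCl pH 8.0/CaCl2/CHAPS buffer, then 25nM Ub-CHOP2 and 25nM reporter substrate; fluorescence (Ex 485/Em 531) read after 60min RT, normalized to NEM inhibition, concentration-response curves fitted.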
Menin-MLL TR inh: displaces Texas Red mutant MLL peptide from human menin | O00255 | Menin + Texas Red MLL mutant peptide, fluorescence polarization | Potency, µM (series often up to 61.6 µM), inactives show at the highest dose FP activity change, negative = inhibition, most hits filed as inhibitors | hit rate 0.23% among 270,000 | AID 1768; active = well fitted inhibition curve with a large enough effect in the polarisation, with a control signal flat, not every such curve was filed as active; inconclusive = small, poorly fitted or top-dose-only effect, or effect the other way, or a change in a side signal; inactive = no such curve, though single readings can be large or run the other way; the % refers to the polarisation; also: potency is read from the fitted curve at half-maximal effect; % of control where 0% means no effect; many of its hits are not listed in these tables
hERG WT inh: blocks the wildtype human KCNH2 potassium channel; U2OS, BacMam KCNH2, thallium flux FluxOr; stronger effect = lower value; AID 720551; activity change, % at 1.84 µM; hit rate 0.37% among 340,000;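 active = maximum activity change below -70%; inconclusive = maximum activity change between -70% and -50%; inactive = maximum activity change above -50%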; also: % is scaled to controls: 0 for no effect and ±100 for the full control effect
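U2OS cells transduced with wild-type KCNH2 virus are loaded with FluxOr dye for 45 min, and thallium flux is measured in kinetic reads before and after stimulation buffer. Rate constants are normalized to DMSO controls.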
Coupling enz: coupling enzyme interference in Giardia aldolase counter-screen. coupling enzyme system counterscreen, AmpLite Red fluorescence. activity change, negative = inhibition, % at 58.2 µM, hits read low. hit rate 0.67% among 290,000. AID 2472; in the data active = activity change below about -30%; also: % is scaled to controls: 0 for no effect and ±100 for the full control effect
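Activity here indicates interference with the coupling reaction, not aldolase inhibition. Compounds at 57.5 uM final met coupling enzymes for 10 min at RT; substrate and AmpLite Red detection followed, with a 525/598 nm fluorescence read after 20 min.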
TRPV1 agonist: human TRPV1 agonism. Q8NER1. hit rate 0.19% among 320,000. AID 540275. activation, % at 8.33 µM. TRPV1-expressing cells, Fluo-8 calcium influx, agonist mode; in the data active = activation above about 80%; inconclusive = between about 30% and that limit; also: 0% is about no effect
Target sequence (Q8NER1 whole entry, looked up): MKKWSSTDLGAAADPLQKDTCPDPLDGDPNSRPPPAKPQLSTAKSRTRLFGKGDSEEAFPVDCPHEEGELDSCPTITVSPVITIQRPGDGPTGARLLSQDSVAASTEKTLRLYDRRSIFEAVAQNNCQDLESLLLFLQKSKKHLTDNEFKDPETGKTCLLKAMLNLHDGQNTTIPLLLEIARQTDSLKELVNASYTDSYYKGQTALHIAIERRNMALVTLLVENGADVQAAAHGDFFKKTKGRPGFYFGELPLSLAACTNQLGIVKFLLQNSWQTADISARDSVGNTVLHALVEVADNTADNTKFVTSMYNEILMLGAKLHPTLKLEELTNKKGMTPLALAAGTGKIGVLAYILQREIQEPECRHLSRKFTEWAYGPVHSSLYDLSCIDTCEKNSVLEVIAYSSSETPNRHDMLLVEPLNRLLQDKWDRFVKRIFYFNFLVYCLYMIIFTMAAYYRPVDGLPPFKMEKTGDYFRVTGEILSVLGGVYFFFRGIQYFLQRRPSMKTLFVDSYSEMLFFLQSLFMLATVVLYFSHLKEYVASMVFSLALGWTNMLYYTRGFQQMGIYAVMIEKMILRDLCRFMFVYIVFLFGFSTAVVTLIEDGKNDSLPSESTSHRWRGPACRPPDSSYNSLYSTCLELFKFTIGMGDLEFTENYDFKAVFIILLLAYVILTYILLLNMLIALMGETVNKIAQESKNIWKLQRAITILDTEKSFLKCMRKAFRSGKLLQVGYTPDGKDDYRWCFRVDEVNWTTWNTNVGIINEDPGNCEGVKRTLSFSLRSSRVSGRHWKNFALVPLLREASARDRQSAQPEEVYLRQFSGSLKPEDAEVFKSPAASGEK
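Cells expressing TRPV1 were dye-loaded with Fluo-8 and read kinetically: 10 s baseline, 3 min after compound (agonist portion), then 2 min after EC20 capsaicin (allosteric enhancer portion). Calcium-bound dye fluorescence at 480/520 nm.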
B2AR arrestin: recruits beta-arrestin to the human beta2-adrenergic receptor; P07550; beta-arrestin recruitment to beta2AR, cell-based reporter; Potency, µM (doses to about 46.1 µM), for inactives: top-dose activation, hits mostly activators; hit rate 0.02% among 330,000; AID 492947;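 also: potency is read from the fitted curve at half-maximal effect; 0% = DMSO controls and full agonism = EC100 isoproterenol or metaproterenol; nearly all actives have a fitted effect of over 65% in size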
PKM2 act: increases activity of human pyruvate kinase M2; hit rate 0.34% among 260,000; P14618; Potency, µM (titrated, usually from 57.5 µM), for the others: at the top dose activation, usual class: activators; purified PKM2, Kinase-Glo ATP luminescence, activation; response scale: 0% is enzyme alone, no compound; also: potency is read from the fitted curve at half-maximal effect; % is scaled to controls: 0 for no effect and ±100 for the full control effect; nearly all actives have a fitted effect of over 55% in size
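ATP formation by purified human PK-M2, quantified via coupled luciferase luminescence after 1 h at room temperature with 0.1 mM ADP and 0.5 mM PEP final.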
MLL CXXC-DNA inh: inhibitors of human MLL CXXC domain-DNA interaction. Q03164. AID 2662. MLL-CXXC / FITC-HOXA9 DNA fluorescence polarization. Potency, µM (top dose mostly 115 µM), inactives show at the highest dose activity change, negative = inhibition, actives largely listed as inhibitors. hit rate 0.037% among 290,000; active = well fitted inhibition curve with a large enough effect in the polarisation, with a control signal flat, not every such curve was filed as active; inconclusive = small, poorly fitted or top-dose-only effect, or effect the other way, or a change in a side signal; inactive = no such curve, though single readings can be large or run the other way; the % refers to the polarisation; also: potency is read from the fitted curve at half-maximal effect
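Steps: dispense CXXC domain solution (7 uM) → pin compounds or unlabeled HOX-A9 DNA control → 5 min ambient → add FLSN-HOX-A9 solution (50 nM) → spin → 30 min ambient → fluorescence polarization. Tris pH 7.5/NaCl/DTT/BSA buffer.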
Giardia kill: Giardia lamblia killing; hit rate 0.15% among 340,000; AID 540267; activity change, % at 7.66 µM, hits read low; Giardia lamblia trophozoite viability; in the data active = activity change below about -80%; inconclusive = between about -30% and that limit;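 also: parasites exposed to compound for two days anaerobically before the ATP read; % is scaled to controls: 0 for no effect and ±100 for the full control effect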
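Trophozoites 100 cells/well + cpd; 48 hrs, 37 deg C, anaerobic. ATPLite 1-Step added, 15-30 min RT, luminescence read (ATP-based viability).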
GALK inhibitor: galactokinase (human) inhibition | Potency, µM (titrated, usually from 57.5 µM), without a hit: at the highest dose activity change, negative = inhibition, most hits filed as inhibitors | Purified GALK, Kinase-Glo residual ATP luminescence | hit rate 0.007% among 270,000; also: potency is read from the fitted curve at half-maximal effect; % is scaled to controls: 0 for no effect and ±100 for the full control effect
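Luminescence from leftover ATP (Ultra-Glo luciferase/luciferin) served as read-out after a 1 h room-temperature reaction of 5 nM GALK with 35 uM ATP and 100 uM galactose.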
* hit, by the source's call; ? = inconclusive; · = no result given; & = joins results of further samples; [ ] = another dose, or the depositor's remark. Unless noted, calls follow the shape of the dose curve; as a rule, active = well fitted curve in the direction sought with a large enough effect; inconclusive = small, poorly fitted or top-dose-only effect, or another doubt; inactive = no such curve, though single readings can be large; an effect the other way counts as inactive or inconclusive. These rows are one share of the data. The share of hits here may be higher or lower than overall.

SMILES | KCNH2 3.1 block | USP2a inh | Menin-MLL TR inh | hERG WT inh | Coupling enz | TRPV1 agonist | B2AR arrestin | PKM2 act | MLL CXXC-DNA inh | Giardia kill | GALK inhibitor
COC(=O)c1cc(NS(=O)(=O)c2cccc(Cl)c2)ccc1N1CCOCC1 | -24 | 2% | · | -1 | 2 | · | 3.1% | 6% | 26% | -9 | -3%
CN(C)S(=O)(=O)c1cccc(NC(=O)c2ccc(N3CCCC3=O)cc2)c1 | -3 | 3% | · | -18 | · | · | -0.4% | · | · | -29 | ·
Cc1cc([N+](=O)[O-])nn1CCCC(=O)NCc1ccccc1 | 2 | -2% | -5% | -3 | 4 | 4 | -0.1% | -2% | -2% | 20 | 0%
C=CCNC(=O)Nc1ccc(Br)cc1Cl | 8 | 0% | 0% | · | 1 | 13 | -0.1% | -1% | 5% | -13 | 8%
O=C(NC(n1ccc(=O)[nH]c1=O)C(Cl)(Cl)Cl)C12CC3CC(CC(C3)C1)C2 (stereo not given) | 15 | 4% | · | -1 | 6 | 27 | -0.5% | -8% | -8% | -23 | 2%
CC(C)C(=O)Nc1ccc([N+](=O)[O-])cc1Br | -6 | 3% | -3% | -4 | 3 | -1 | -0.5% | -7% | -14% | 3 | 0%
COc1cccc(C2c3[nH]c4ccccc4c3C[C@H]3C(=O)N(C)CC(=O)N23)c1 (stereo not given in full) | 2 | 4% | 4% | 2 | 1 | 6 | 0.6% | · | 14% | 25 | 2%
CC(C)CC(=O)N=C1SC2CS(=O)(=O)CC2N1Cc1ccccc1 (stereo not given) | -20 | 3% | 10% | -8 | 2 | 2 | -0.2% | 6% | -4% | 0 | 2%
Cc1ccccc1OCCN1C(=O)c2ccccc2C1=O | 0 | 2% | 15% | 0 | -1 | 20 | -0.1% | 3% | -13% | -3 | -1%
COCCNC(=O)CCSc1nc(-c2ccc(OC)cc2)cc(C(F)(F)F)n1 | -49 | -1% | -4% | 10 | 2 | ? | -0.1% | 9% | -16% | 4 | -7%
COc1ccccc1CC(=O)NNC(=O)c1ccco1 | 8 | 2% | -2% | -6 | 0 | -2 | 0.2% | · | 16% | 8 | -1%
Cn1c2ccc(CC(=O)O)cc2c2cc(CC(=O)O)ccc21 | -3 | 1% | 3% | 27 | 6 | -3 | 0.6% | -2% | 5% | -4 | 2%

Structural class, those above containing sulfur (four)
SMILES | KCNH2 3.1 block | USP2a inh | Menin-MLL TR inh | hERG WT inh | Coupling enz | TRPV1 agonist | B2AR arrestin | PKM2 act | MLL CXXC-DNA inh | Giardia kill | GALK inhibitor
COC(=O)c1cc(NS(=O)(=O)c2cccc(Cl)c2)ccc1N1CCOCC1 | -24 | 2% | · | -1 | 2 | · | 3.1% | 6% | 26% | -9 | -3%
CN(C)S(=O)(=O)c1cccc(NC(=O)c2ccc(N3CCCC3=O)cc2)c1 | -3 | 3% | · | -18 | · | · | -0.4% | · | · | -29 | ·
CC(C)CC(=O)N=C1SC2CS(=O)(=O)CC2N1Cc1ccccc1 (stereo not given) | -20 | 3% | 10% | -8 | 2 | 2 | -0.2% | 6% | -4% | 0 | 2%
COCCNC(=O)CCSc1nc(-c2ccc(OC)cc2)cc(C(F)(F)F)n1 | -49 | -1% | -4% | 10 | 2 | ? | -0.1% | 9% | -16% | 4 | -7%

Additional entries
SMILES | KCNH2 3.1 block | USP2a inh | Menin-MLL TR inh | hERG WT inh | Coupling enz | TRPV1 agonist | B2AR arrestin | PKM2 act | MLL CXXC-DNA inh | Giardia kill | GALK inhibitor
COc1ccc(S(=O)(=O)N2CCN(C3CC4CCC3C4)CC2)cc1 (stereo not given) | -6 | 4% | 1% | -3 | -2 | 26 | -0.5% | 1% | -4% | -3 | -1%
Fc1ccc(-c2cc(C(F)(F)F)nc(NCC3CCCO3)n2)cc1 (stereo not given) | 0 | -6% | 15% | 3 | 3 | 2 | -0.2% | 4% | -4% | 23 | 1%
CC1(C)CC(=O)C(N=Nc2cc3c(cc2[N+](=O)[O-])OCCO3)=C(O)C1 | -5 | 0% | ? | -24 | -9 | -1 | 0.0% | -6% | ? | 4 | 12%
CCCCN(C(=O)c1cc2ccccc2o1)c1c(N)n(CCC)c(=O)[nH]c1=O | 19 | 2% | 11% | -11 | 1 | 0 | -0.7% | -6% | 1% | 2 | -1%
CCOc1ccc(NC(=O)NC2CCCc3ccccc32)cc1 (stereo not given) | 34 | 0% | 21% | 4 | 0 | -1 | -0.7% | 0% | ? | 2 | -7%
N#CCC(=O)Nc1ccc(C(=O)OCC(=O)c2ccc3c(c2)OCO3)cc1 | 0 | -2% | · | -5 | · | 0 | -0.1% | · | · | 8 | ·
CCOC(=O)c1cnc(-n2nc(C)cc2C)nc1Nc1ccc2c(c1)OCO2 | · | 5% | -9% | · | 5 | 2 | -0.7% | -2% | 2% | · | 5%
COc1ccc2c(c1)OC[C@H]1[C@@H]2N2C(=O)[C@@H](C)NC(=O)[C@@]2(C)[C@H]1c1ccccc1 | -3 | 5% | · | -3 | · | · | 0.0% | · | · | -11 | ·
Cc1c(C(=O)OCCOc2ccc(Br)cc2)sc(=S)n1C | 15 | 2% | 13% | 51 | 0 | 3 | 0.3% | 17% | -4% | 7 | 3%
CC(C)CCNC(=O)CN(C(=O)CCC(=O)Nc1ccccn1)c1ccc2c(c1)OCO2 | 2 | -2% | -20% | 4 | 2 | 6 | -0.4% | -3% | 0% | 7 | 1%
CC1CCCN(C(=O)C2CCN(S(=O)(=O)c3ccccc3)CC2)C1 (stereo not given) | -23 | 1% | · | -27 | · | · | 2.9% | · | · | 7 | ·
Cc1ccc([N+](=O)[O-])cc1S(=O)(=O)Nc1ccc(OCC(=O)N2CCOCC2)cc1 | 26 | 2% | · | -10 | · | 2 | -0.5% | -3% | 27% | -18 | -2%
CC(C)CCNC(=O)c1onc(CSc2ccc(F)c(F)c2)c1C(=O)NCCC(C)C | -28 | -6% | · | 0 | -6 | ? | 0.0% | 0% | 11% | -14 | 2%
NC(N)=NC1=NC(=O)/C(=C/c2ccccc2-n2cccn2)S1 | -1 | -1% | 3% | -12 | 5 | 5 | -1.0% | -3% | 3% | 7 | 4%
Cc1[nH]c2ccccc2c1C(=O)CN1CCCC(C)C1 (stereo not given) | -3 | -1% | -9% | 4 | 0 | 0 | -0.5% | · | ? | -6 | 0%
CN(C)CCOc1ccc2c(c1)Sc1ccccc1CC2=O | 4 | 2% | -15% | 4 | -8 | 2 | -2.8% | -6% | 39%[activator] | -2 | 2%
O=C(NCCN1CCOCC1)c1cn(-c2ccccc2)nc1-c1cccs1 | 1 | 4% | 5% | -6 | 0 | 10 | 0.5% | 13% | -9% | -7 | 0%
O=C(COc1cccc2c1CCN(Cc1ccc(Cl)cc1)C2=O)N1CCOCC1 | -6 | 4% | -1% | 1 | 7 | 23 | -0.1% | 4% | -3% | 10 | 1%
C=CCNC(=O)Nc1ccc(Cl)cn1 | -2 | 1% | -2% | -6 | -1 | -2 | 5.9% | 1% | 6% | -4 | ·
Cc1ccc2cc(C)c(N3CCN(c4ccc(F)cc4)CC3)nc2c1 | -7 | 2% | ? | -3 | -2 | -3 | -0.7% | · | -1% | -14 | -4%
CCCc1cc(=O)[nH]c(SCC(=O)c2c(N)n(CC(C)C)c(=O)n(C)c2=O)n1 | -8 | 0% | · | -2 | · | 0 | 0.1% | · | · | 9 | ·
COc1cccc(NC(=O)OCCN2CCN(Cc3ccccc3)CCC2=O)c1 | -8 | 2% | -15%&0% | 0 | 1&2 | 6 | 0.1% | -3% | 3% | -12 | ·
O=C(COC(=O)Cc1ccc(S(=O)(=O)N2CCCCC2)s1)Nc1ccc2c(c1)OCO2 | -3 | 0% | ? | 19 | 1 | 4 | -0.1% | 1% | 0% | -7&2 | 8%
CCc1ccc2[nH]c(=O)c(CN(Cc3ccco3)C(=S)NCC3CCCO3)cc2c1 (stereo not given) | -2 | -1% | -15% | 0 | 0 | 27 | 0.4% | -10% | -12% | 0 | 0%
CCc1ccc(CNCc2cccnc2)cc1 | -4 | 0% | 0% | 9 | 4 | -3 | -0.3% | -2% | 1% | 4 | -5%
COc1ccc(CNC(=O)CN(C(=O)c2csnn2)c2cccc(C(C)=O)c2)cc1 | -5 | 0% | -11% | -9 | 1 | 1 | -0.9% | 4% | 16% | 3 | -2%
O=C(O)c1cc(NC(=O)c2ccc3c(c2)C(=O)N(Cc2cccnc2)C3=O)cc(C(=O)O)c1 | 26 | 1% | 12% | -5 | 0 | 1 | -1.1% | 1% | -1% | -4 | 3%
